Compound activity deposited in PubChem BioAssay by National Center for Advancing Translational Sciences (NCATS).
Pol kappa inh – qHTS for Inhibitors of Polymerase Kappa. hit rate 0.53% among 400,000. Potency, µM (doses to about 107 µM), for inactives: top-dose activity, negative = inhibition, most hits filed as inhibitors. purified Pol kappa, fluorescent DNA synthesis assay, 10 min. AID 588579, 2011; further: potency means the concentration at half of the fitted maximal effect; on the % scale 0 is the no-effect control and ±100 the full control effect
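Pol kappa 10 nM + cpd, 15 min RT; start w/ substrate 50 nM final; fluorescence kinetic read, 0 and 10 min. Neg ctrl: buffer, no enzyme.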
POLI inh – qHTS for Inhibitors of Polymerase Iota | DNA polymerase iota (Homo sapiens), Q9UNA4 | Pol iota fluorescent replication assay, 10 min | hit rate 1% among 390,000 | Potency, µM (doses to about 115 µM), inactives show at the highest dose activity, negative = inhibition, hits mostly inhibitors | AID 588590, 2011; further: potency means the concentration at half of the fitted maximal effect
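Pol iota at 10 nM preincubated 15 min with compounds at room temperature; reaction started with fluorescent substrate, 50 nM final. Fluorescence read kinetically at 0 and 10 min; buffer-only wells as negative control.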
Anesthetic bind – qHTS Assay for Identification of Novel General Anesthetics; Ferritin light chain (Equus caballus), P02791; apoferritin/1-aminoanthracene competitive binding, fluorescence; Potency, µM (top dose mostly 77.5 µM), without a hit: top-dose activity change, negative = displacement, usual class: inhibitors; hit rate 0.074% among 350,000; AID 485281, 2010; further: potency means the concentration at half of the fitted maximal effect; on the % scale 0 is the no-effect control and ±100 the full control effect; nearly all actives have a fitted effect of over 20% in size
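In PBS, apoferritin at 10 uM is loaded with 1-AMA from a 50% saturated solution. After 10 min of compound exposure at ambient temperature, reduced 535 nm fluorescence indicates probe displacement.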
12-LOX inh – Primary qHTS assay for inhibitors of human arachidonate 12S-lipoxygenase (ALOX12): Round 2; Polyunsaturated fatty acid lipoxygenase ALOX12 (Homo sapiens), P18054; purified 12hLO, xylenol orange hydroperoxide absorbance; Potency, µM (titrated, usually from 108 µM), without a hit: at the highest dose activity change, negative = inhibition, usual class: inhibitors; hit rate 1.1% among 580,000; AID 1671190, 2021; further: potency means the concentration at half of the fitted maximal effect; on the % scale 0 is the no-effect control and ±100 the full control effect
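Purified human 12hLO at 150 nM in 25 mM Hepes, 0.01% Triton X-100, pH 7.0, preincubated 15 min at room temperature with compound. Reaction started with 40 uM arachidonic acid, 30 min at room temperature. Hydroperoxide measured by Fe-xylenol orange, 573/405 nm absorbance ratio.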
TRHR ag – qHTS for Small Molecule Agonists and Allosteric Enhancers of Human TRH Receptor: Primary Screen for Agonists | activation, % at 2 µM | TRHR cells, calcium flux fluo-8, FDSS agonist mode | Thyrotropin-releasing hormone receptor (Homo sapiens), P34981 | hit rate 0.18% among 360,000 | AID 493084, 2011; in the data active means activation above about 30%; further: 0% is about no effect
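TRHR-expressing cells, plated overnight in medium with 10% serum, were loaded with fluo-8 calcium dye at room temperature. After a 10 s baseline, library compound was pin-added and calcium release was recorded kinetically (ex 480/em 530) as agonist response.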
Pol beta inh – qHTS Assay for Inhibitors of DNA Polymerase Beta. P06746. Pol beta primer extension/strand displacement, fluorescence kinetic. Potency, µM (titrated, usually from 114 µM), inactives show top-dose activity change, negative = inhibition, usual class: inhibitors. hit rate 1.3% among 340,000; further: potency means the concentration at half of the fitted maximal effect; on the % scale 0 is the no-effect control and ±100 the full control effect
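Pol beta (10 nM) was preincubated with compound for 15 min at room temperature. The reaction was then started with 50 nM substrate and read immediately and after a further 10 min at room temperature.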
ERG-DNA inh – qHTS for Small Molecule Inhibitors of the ERG Ets/DNA interaction; Transcriptional regulator ERG (Homo sapiens), P11308; fluorescence polarization, His-ERG Ets domain / labelled DNA; hit rate 0.028% among 370,000; Potency, µM (doses to about 76.9 µM), for inactives: at the top dose FP activity, negative = inhibition, hits mostly inhibitors; AID 624246, 2012; active means well fitted inhibition curve with a large enough effect in the polarisation, with a control signal flat; inconclusive means small, poorly fitted or top-dose-only effect, or effect the other way, or a change in a side signal; inactive means no such curve, though single readings can be large or run the other way; the % refers to the polarisation;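 further: polarization taken with two DNA probes labelled with fluorescein and Texas red; potency means the concentration at half of the fitted maximal effect; % of control where 0% means no effect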
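His-tagged ERG Ets domain (1 uM in the protein solution; 300mM KCl, 50mM Tris-HCl, 1mM EDTA, 1mM DTT, pH 7.5) received compound, then a probe mix of 5 nM fluorescein-DNA and 100nM Texas-615-DNA. Fluorescence polarization was read for both dyes.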
APE1 inh – qHTS Assay for Inhibitors of the Human Apurinic/apyrimidinic Endonuclease 1 (APE1). recombinant APE1, TAMRA/BHQ-2 abasic DNA cleavage fluorescence. Potency, µM (titrated, usually from 65.8 µM), for inactives: at the highest dose activity change, negative = inhibition, actives largely listed as inhibitors. hit rate 0.35% among 350,000. AID 2517, 2012;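 further: potency means the concentration at half of the fitted maximal effect; plate controls were vehicle for no effect and reference inhibitor for full effect; nearly all actives have a fitted effect of over 55% in size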
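APE1 at 0.75 nM final was preincubated with compound 15 min at room temperature, then 50 nM double-stranded THF abasic-site substrate (5'-TAMRA/3'-BHQ-2) was added. Fluorescence (ex 525/em 598 nm) was read kinetically; third-minus-first read gave activity.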
BLM helicase inh – qHTS Assay for Inhibitors of Bloom's syndrome helicase (BLM). RecQ-like DNA helicase BLM (Homo sapiens), P54132. recombinant BLM DNA unwinding, fluorescence dequenching. Potency, µM (doses to about 56.1 µM), for the others: top-dose activity change, negative = inhibition, actives largely listed as inhibitors. hit rate 0.2% among 350,000. AID 2528, 2010;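 further: potency means the concentration at half of the fitted maximal effect; plate controls were vehicle for no effect and no enzyme for full effect; nearly all actives have a fitted effect of over 35% in size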
* hit, by the source's call; ? = inconclusive; nt = no result given; & = joins results of further samples; [ ] = remark or other dose. Unless noted, the call rests on the fitted dose curve; in most records, active means well fitted curve in the direction sought with a large enough effect; inconclusive means small, poorly fitted or top-dose-only effect, or another doubt; inactive means no such curve, though single readings can be large; an effect the other way counts as inactive or inconclusive. These rows are one share of the data, so the mix of outcomes need not match the whole.

| Pol beta inh | BLM helicase inh | APE1 inh | Anesthetic bind | TRHR ag | ERG-DNA inh | Pol kappa inh | 12-LOX inh | POLI inh | smiles |
| --- | --- | --- | --- | --- | --- | --- | --- | --- | --- |
| 4% | -5% | 9% | -17% | -0.6 | -3% | -27% | 314%[activator] | ? | COc1ccc(/C=N\NC(=O)c2ccc(F)cc2)cc1COc1cc(F)ccc1[N+](=O)[O-] |
| -3% | -3% | -2% | -10% | -0.1 | -11% | -4% | -3% | 33%[activator] | O=C(NCc1cccnc1)C(=O)Nc1ccc([N+](=O)[O-])cc1 |
| nt | nt | 21% | nt | -0.2 | -7% | -2% | -26% | 10% | CCOc1ccc(NC(=O)CN(C)C(=O)CCNC(=O)c2ccco2)cc1OCC |
| -13% | -2% | 0% | -10% | -0.4 | -1% | -14% | 10% | 26% | O=C(Nc1ccccc1N1CCCCC1)c1cccc([N+](=O)[O-])c1 |
| nt | nt | -3% | nt | 0.2 | -2% | -8% | nt | -27% | O=S(=O)(c1ccc(Cl)cc1)N1CCC2(CC1)OCCN2S(=O)(=O)c1cccs1 |
| -3% | 3% | 17% | -6% | 0.3 | 3% | 6% | -10% | 6% | CSc1ccc(/C=C(/NC(=O)c2ccccc2)C(=O)NCCCn2ccnc2)cc1 |
| nt | nt | nt | nt | nt | 0% | 1% | -4% | -29% | O=C(NCCc1ccccc1)c1cc(-c2ccccc2)c(N2CCOCC2)s1 |
| 23% | -1% | -4% | -6% | 1.0 | 0% | 3% | -7% | 2% | Cc1nn(CCCC(=O)O)c(C)c1[N+](=O)[O-] |
| 24% | -3% | 19% | -22% | 0.2 | 0% | -3% | 34% | 13% | O=C(CCC(=O)Nc1ccccc1Cl)NNC(=S)Nc1ccccc1C(F)(F)F |
| 0% | -1% | 6% | -5% | -0.3 | -11% | 10% | 7% | 2% | Cc1cc(C)nc(Nc2ccc(Br)cc2C(=O)O)n1 |
| 0% | 0% | -7% | -4% | 2.1 | -5% | -19% | 5% | 12% | CC1(C)CC(=O)C2=C(C1)NCN(Cc1ccccc1)C2 |
| 2% | 0% | 3% | ? | 0.7 | 4% | -2% | -10% | 11% | O=C(Oc1ccccc1Cl)c1ccc(N2CCOCC2)c([N+](=O)[O-])c1 |
| 11% | -6% | -1% | -10% | 9.0 | -2% | -10% | 0% | 12% | Cc1ccc2nc3sc(C(=O)N4CCCc5ccccc54)c(N)c3cc2c1 |
| 10% | -3% | -1% | -16% | 0.1 | -6% | 2% | 2% | -3% | COc1cc2c3c(c1OC)C1(C=CC(=NO)C=C1)CC3N(C(C)=O)CC2 (centres undefined) |
| 3% | -1% | -6% | -9% | -0.5 | -6% | -5% | 3% | 21% | COc1ccc(C2C(C#N)=C(N)Nc3onc(C(C)(C)C)c32)c(OC)c1 (centres undefined) |
| 25% | 0% | nt | ? | -0.9 | 1% | -7%[60.1 µM] | -14% | -21% | O=C(NCCc1csc(-c2cccnc2)n1)c1cccc(C(F)(F)F)c1 |
| 2% | -2% | 7% | -7% | -0.3 | 7% | 7% | -8% | 17% | Cc1ccc(-c2csc3ncn(CC(=O)N4CCOCC4)c(=O)c23)cc1 |
| 6% | -16% | -6% | -5% | 0.3 | -5% | -2% | 57%[activator] | 1% | N#CCSc1nc2c(c(=O)n1Cc1ccco1)C1(CCCC1)Cc1ccccc1-2 |
| 50µM* | -7% | 31% | 27% | -0.7 | -9% | ? | ? | ? | Oc1c(Br)cc(/C=N/Nc2ccc(Cl)nn2)cc1Br |
| -2% | -5% | 1% | -16% | 2.8 | -5% | -17% | -17% | ? | COc1ccc(-n2c(C)cc(/C=C3\SC(=S)N(Cc4ccco4)C3=O)c2C)cc1 |
| 2% | 0% | -3% | 0% | -0.9 | -5% | -18% | -29% | -8% | Cc1cc(NC(=NC2CC2)c2ccccc2F)n(-c2ccccc2)n1 |
| 6% | -2% | -1% | 5% | 0.2 | 4% | -1% | 0% | 18% | CC(C)(O)C#Cc1ccc(C(=O)N2CCCC2C(=O)O)s1 (centres undefined) |
| 11% | 0% | nt | 5% | 0.2 | 5% | -10%[60.1 µM] | -24% | -16% | CC1=C(C(N)=O)C(c2ccccc2Br)n2ncnc2N1 (centres undefined) |
| -13% | 0% | -2% | -3% | 5.4 | -6% | -16% | 4% | 14% | O=C(Nc1ccccc1)N1CCCCC1c1cccnc1 (centres undefined) |
| 19% | 0% | -5% | 14% | 2.5 | -18% | 5% | 8% | 18% | Cc1cc(C)n2c(C)nnc2c1 |
| nt | nt | 14% | nt | nt | 2% | 3% | -10% | 13% | N#Cc1cccnc1N1CCN(C(=O)c2cccc3c2C(=O)c2ccc(-c4ccc(F)cc4OCc4ccccc4)cc2S3(=O)=O)CC1 |
| nt | nt | -1% | nt | 0.5 | -19% | -6% | -28% | -7% | O=C(C1CCN(S(=O)(=O)c2c(Cl)cccc2Cl)CC1)N1CCCCCCC1 |
| 11% | 0% | 2% | -4% | -0.3 | 4% | -3% | -21% | -6% | CCn1c(COc2ccc(=O)n(-c3ccccc3)n2)nnc1SCc1ccccc1 |
| 3% | -1% | 2% | -14% | -0.1 | 2% | -6% | 0%[57.4 µM] | 11% | CCCCN(C(=O)Cn1nnc2ccccc21)C(C(=O)NCCOC)c1ccc(OC)cc1 (centres undefined) |
| -5% | -1% | 13% | -3% | 0.4 | 7% | 6% | -12% | -13% | COc1ccc(C(=O)Nc2cc(=O)n(C)c(=O)n2C)cc1 |

Entries of single compounds, looked up by structure. Order of values: Pol beta inh, BLM helicase inh, APE1 inh, Anesthetic bind, TRHR ag, ERG-DNA inh, Pol kappa inh, 12-LOX inh, POLI inh
O=C(NCCc1csc(-c2cccnc2)n1)c1cccc(C(F)(F)F)c1 reads 25%, 0%, nt, ?, -0.9, 1%, -7%[60.1 µM], -14%, -21%
Cc1cc(C)n2c(C)nnc2c1 reads 19%, 0%, -5%, 14%, 2.5, -18%, 5%, 8%, 18%
CC(C)(O)C#Cc1ccc(C(=O)N2CCCC2C(=O)O)s1 (centres undefined) reads 6%, -2%, -1%, 5%, 0.2, 4%, -1%, 0%, 18%
N#Cc1cccnc1N1CCN(C(=O)c2cccc3c2C(=O)c2ccc(-c4ccc(F)cc4OCc4ccccc4)cc2S3(=O)=O)CC1 reads nt, nt, 14%, nt, nt, 2%, 3%, -10%, 13%
Cc1ccc(-c2csc3ncn(CC(=O)N4CCOCC4)c(=O)c23)cc1 reads 2%, -2%, 7%, -7%, -0.3, 7%, 7%, -8%, 17%

(list continues)
| Pol beta inh | BLM helicase inh | APE1 inh | Anesthetic bind | TRHR ag | ERG-DNA inh | Pol kappa inh | 12-LOX inh | POLI inh | smiles |
| --- | --- | --- | --- | --- | --- | --- | --- | --- | --- |
| 1% | -7% | nt | -10% | 2.6 | 8% | -18% | -17% | 9% | O=C(NC1CCN(Cc2ccccc2)CC1)c1ccc(Cn2c(=O)c3ccccc3n(Cc3ccccc3)c2=O)cc1 |
| 3% | -2% | nt | 3% | -0.4 | 0% | 2% | 0% | 13% | CCCN1C(=O)c2ccccc2CC1(C)C(=O)NC1CCCCC1 (centres undefined) |
| -12% | -7%&-12% | -3%&3% | -14%&-4% | 0.9 | -1% | -12% | nt | 91%[activator] | Cn1c(N)c(C(=O)COC(=O)c2cc(-c3ccccc3)nc3ccccc23)c(=O)n(Cc2ccccc2)c1=O |
| 4% | 3% | 4% | -7% | 0.8 | -4% | 3% | 1% | 36%[activator] | CC(=O)c1ccc(NC(=O)Nc2cccnc2)cc1 |
| ? | -18% | nt | -14% | 2.0 | 0% | -22% | -16%&-23% | -6% | CCOc1ccc(-c2nn(-c3ccccc3)cc2C2NC(=O)NC(C)=C2C(=O)OC(C)C)cc1C (centres undefined) |
| 22% | 1% | 33% | 5% | -0.3 | 1% | 6% | -2% | 65%[activator] | O=S(=O)(NCc1cccnc1)c1ccc(Br)c2ccccc12 |
| 26% | -3% | 16% | -8% | 0.8 | -3% | -15% | -25% | 5% | O=C(CSc1ccc2c(c1)OCCO2)NCCN1C(=O)CSC1=O |
| nt | nt | -5% | nt | 0.6 | nt | -11% | -17% | 23% | Cc1ccc(NC(=O)c2ccc(C)c(S(=O)(=O)N3CCOCC3)c2)nc1 |
| 8% | 0% | 2% | -21% | -1.3 | 2% | -12% | -1% | ? | Cc1csc(NC(=O)CSc2ccccc2F)n1 |
| nt | nt | -11% | nt | -0.2 | -5% | -12% | ? | -4% | O=C1Cc2cc(S(=O)(=O)Nc3ccc(F)cc3Cl)ccc2N1 |
| nt | nt | 3% | nt | 0.7 | -6% | 8% | -13% | -13% | CC(/C=C/C1[C@H](C)C[C@H](O[C@@H]2O[C@H](CO)[C@@H](O)[C@H](O)[C@H]2O)CC1(C)C)O[C@H]1O[C@H](CO)[C@@H](O)[C@H](O)[C@H]1O (some centres undefined) |
| nt | 2% | -2% | 25% | nt | nt | -9%[60.1 µM] | nt | nt | COc1ccc(-c2cc(=O)c3c(OC(C)=O)cc(OC(C)=O)cc3o2)cc1 |
